m5-HT2A agonist = agonists of mouse serotonin 5-HT2A receptor (HTR2A) | P35363 | CHO-K1 mHTR2A beta-arrestin complementation, luminescence; percent of 30 µM serotonin response | activation, % at 7.6 µM | 0.66% of 360,000 active | AID 624169;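 active = activation above a run cutoff, the mean activation of all tested compounds plus 3 SD, cut at about 14% in these data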;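 note: 0% = plate median of compound wells and 100% = 30 µM serotonin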
MC4R barr agon = activates human MC4R beta-arrestin recruitment. activation, % at 8.9 µM. U2OS MC4R beta-arrestin complementation, luminescence; percent of melanotan II response, DMSO zero. AID 540308. P32245. 0.98% of 360,000 active;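 active = activation above a per-plate cutoff, the mean activation of sample wells on that plate plus 3 SD, cut at about 8% in these data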
ABCB6 inh 2 = inhibitors of human ABC transporter ABCB6. Q9NP58. K562-ABCB6 porphyrin accumulation, flow cytometry, 1 h; hits give low values. fluorescence ratio to DMSO, % at 10 µM. 0.19% of 360,000 active. AID 602162;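 active = fluorescence ratio to DMSO below 75%, the collection mean minus 3 SD; inconclusive = too few cells collected in the well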;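 note: signal is porphyrin accumulated inside mitochondria; 100% equals median channel fluorescence of DMSO control wells; lower ratio means ABCB6 inhibition with less porphyrin fluorescence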
Target sequence (Q9NP58 whole entry, looked up): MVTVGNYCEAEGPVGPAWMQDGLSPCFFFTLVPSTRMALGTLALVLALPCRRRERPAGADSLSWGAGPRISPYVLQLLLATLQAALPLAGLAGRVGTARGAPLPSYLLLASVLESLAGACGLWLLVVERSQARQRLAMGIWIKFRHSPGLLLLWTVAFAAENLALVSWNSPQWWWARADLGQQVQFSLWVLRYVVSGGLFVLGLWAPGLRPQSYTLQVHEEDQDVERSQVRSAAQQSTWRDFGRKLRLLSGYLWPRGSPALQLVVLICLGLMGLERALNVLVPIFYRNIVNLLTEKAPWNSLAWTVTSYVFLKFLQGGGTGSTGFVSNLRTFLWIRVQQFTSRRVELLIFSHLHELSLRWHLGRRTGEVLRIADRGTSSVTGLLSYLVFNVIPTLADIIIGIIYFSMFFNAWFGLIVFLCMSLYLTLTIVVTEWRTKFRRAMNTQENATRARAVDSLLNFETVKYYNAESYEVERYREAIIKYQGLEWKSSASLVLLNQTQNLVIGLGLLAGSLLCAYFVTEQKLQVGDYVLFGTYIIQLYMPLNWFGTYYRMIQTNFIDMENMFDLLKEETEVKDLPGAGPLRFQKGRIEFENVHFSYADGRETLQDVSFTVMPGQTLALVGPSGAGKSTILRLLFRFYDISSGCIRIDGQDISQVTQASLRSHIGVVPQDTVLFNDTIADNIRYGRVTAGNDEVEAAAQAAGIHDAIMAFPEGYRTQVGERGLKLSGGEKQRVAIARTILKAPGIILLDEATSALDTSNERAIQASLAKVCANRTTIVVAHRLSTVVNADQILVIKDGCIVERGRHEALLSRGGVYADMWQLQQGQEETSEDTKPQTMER
Exocytosis inh = blocks lytic granule exocytosis; TALL-104 LAMP-1 surface exposure, flow cytometry; cells stimulated with thapsigargin and PMA; 0.66% of 360,000 active; inhibition, % at 10 µM; AID 651702;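 active = inhibition above about 55%, limit read from the data; inconclusive = no clear call, values can overlap the other calls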
H9c2 protect = modulators protecting cardiomyocytes from myocardial damage; H9c2 cardiomyocytes, H2O2 injury protection, ATPLite, 2 h; protection from H2O2 cell death, % at 20 µM; 0.63% of 360,000 active; AID 588492;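 active = compounds giving at least 50% protection of heart cells from peroxide-induced death in the single-dose screen, raw or plate-pattern-corrected value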;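 note: 0% = DMSO wells with peroxide and 100% = DMSO wells without peroxide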
Glyco luc inh = N-linked glycosylation inhibition. D54 ERlucT glycosylation luciferase reporter, 24 h; percent of 100 nM tunicamycin response. reporter increase, % at 12.5 µM. 0.23% of 360,000 active. AID 588692;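 active = mean luciferase reporter signal, scaled so untreated is 0 and the glycosylation-blocking control 100, at or above a set limit in every replicate; inconclusive = mean reaches the limit but not every replicate does; inactive = mean below the limit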;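 note: luciferase carries N-glycosylation sites so blocking glycosylation raises the light; 0% = median of neutral control wells and 100% = median of 100 nM tunicamycin wells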
MC4R antag cAMP = human MC4R antagonism in cAMP assay; P32245; MC4R-expressing cells, MTII-stimulated cAMP, LANCE TR-FRET; inhibition, % at 6.5 µM; 0.48% of 360,000 active; AID 540295;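 active = inhibition above its plate's cutoff, the mean of tested wells on that plate plus 3 SD, cut at about 29% in these data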;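 note: 0% = Melanotan II alone and 100% = Melanotan II plus saturating MCL0020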
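Material: U2OS-MC4R stable cell line | Reagent: Melanotan II challenge after compound preincubation | Doses: One concentration, 6.5 µM nominal | Incubation: 30-min compound preincubation, 1-h Melanotan II challenge, 1-h detection, room temperature | Signal: TR-FRET cAMP assay | Replicates: One well per compound, no replicates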
aDG glyco act = increases alpha dystroglycan glycosylation. Pro5-aDG cells, alpha-DG glycosylation AlphaScreen (IIH6); 0% Pro5, 100% B10-LARGE cell signal. activation, % at 10 µM. 0.22% of 360,000 active;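 active = activation of at least 8% versus controls, or a plate z-score of at least 8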;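 note: Pro5 are CHO cells carrying HIG-tagged alpha-DG that lacks glycosylation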
hiPSC survival = enhancers of human iPSC single-cell survival; hiPSC single-cell survival, ATPlite luminescence; 100% = ROCK inhibitor wells, 0% = DMSO; survival enhancement, % at 20 µM; 0.044% of 360,000 active; AID 602274; in the data active = survival enhancement above about 18%;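 note: cells exposed to compounds for 16 hours before the ATP read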
ABHD5-PLIN5 inh = blocks binding of human ABHD5 to perilipin-5; inhibition, % at 4 µM; Q00G26+Q8WTS1; Split G. princeps luciferase complementation, luminescence, 4 h; 0.78% of 360,000 active; AID 602281;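 active = inhibition above the mean inhibition across every tested compound plus 3 SD, cut at about 22% in these data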;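 note: 0% = DMSO only wells and the 100% control is not disclosed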
The depositor's hits bear a star; i = inactive; ? = inconclusive; · = not tested or not shown.

SMILES	m5-HT2A agonist	MC4R barr agon	ABCB6 inh 2	Exocytosis inh	H9c2 protect	Glyco luc inh	MC4R antag cAMP	aDG glyco act	hiPSC survival	ABHD5-PLIN5 inh
COc1cc2c(C#CCCO)c(-c3ccsc3)oc(=O)c2cc1OC	3.3	0.7	91.0	3.9	63.5*	?	2.6	0.0	-3.1	1.4
O=C(Nc1cc([N+](=O)[O-])ccc1Cl)C(Sc1ccccc1)c1ccccc1 (stereo not drawn)	-8.0	-1.4	93.0	-4.6	-4.6	-5.6	6.3	0.2	4.3	-2.7
COc1cccc(-c2nc3nc(C)cc(C)n3c2NC2CCCCC2)c1	7.3	·	126.0	-1.6	·	·	·	0.2	0.0	2.4
COc1cc2c(cc1NC(=S)Nc1ccccc1C)oc1ccccc12	-5.1	2.4	107.0	3.8	-3.0	-1.3	5.3	0.1	-2.0	2.4
O=C(CCS(=O)(=O)c1ccc(F)cc1)Nc1nc(-c2ccccn2)cs1	1.0	-0.8	93.0	0.2	28.7	-8.6	0.1	2.4	0.3	-1.0
CCOC(=O)CCNC(=O)c1ccc2nc(C3CCCCC3)oc2c1	-4.7	-1.1	101.0	-0.9	-0.2	3.1	6.1	0.1	2.8	1.8
COc1ccc(CSCC(=O)N/N=C/c2ccccc2O)cc1	-2.2	0.8	89.0	-0.5	42.5	-6.4	-9.0	0.6	-1.9	4.4
COC(=O)C1=C(C)NC2=C(C(=O)C(C(=O)OC)C(c3ccc(OC)cc3)C2)C1c1ccccn1 (stereo not drawn)	8.6	0.3	101.0	1.6	-1.7	2.8	20.9	0.5	-0.4	5.8
CN1CCC(OC(=O)COc2ccccc2)CC1	-0.5	-1.6	100.0	-1.9	4.7	0.2	0.8	0.1	0.8	-3.4
CCc1ccccc1NC(=O)CSc1nnc([C@@H](NC(=O)OC(C)(C)C)C(C)C)o1	0.2	0.2	95.0	-1.9	5.8	1.6	7.8	-0.1	2.0	-2.5
C=CCn1c(CCC)nc2ccccc21	-0.9	-3.0	104.0	2.6	-1.3	1.3	5.2	-0.3	0.0	0.0
CCC(C(=O)NC1CCCC1)N(C(=O)c1snc(C(N)=O)c1N)c1ccc(C)cc1C (stereo not drawn)	-6.3	-2.3	100.0	7.0	15.4	-2.8	7.7	0.0	-0.2	-3.4
CC(=O)NCCN1C(=O)S/C(=C\c2cccs2)C1=O	-0.4	-2.0	93.0	-6.6	5.0	2.3	10.1	0.4	-0.5	3.6
CCOC(=O)N1CCN(C(=O)c2noc(C(C)C)c2[N+](=O)[O-])CC1	0.8	-2.1	101.0	1.8	4.5	0.2	10.9	0.2	1.5	5.1
Fc1ccccc1-c1csc(=Nc2cccnc2)n1CCCn1ccnc1	-1.4	-1.2	96.0	-2.6	-14.9	-12.7	-1.1	0.3	-1.3	2.5
O=C(N/N=C\c1ccc2c(c1)OCO2)c1ccc(Cn2cc(Br)c([N+](=O)[O-])n2)o1	-2.3	-2.3	140.0	2.9	2.6	0.2	15.1	-0.2	2.3	-2.8
NC(=O)c1ccc(NC(=O)C2CC(=O)N(c3ccc4c(c3)OCCO4)C2)cc1 (stereo not drawn)	-3.4	-2.3	100.0	1.1	-2.4	1.6	-2.2	0.0	0.2	2.0
CS(=O)(=O)N1CCN=C1SCc1ccc(Br)cc1	-1.0	-0.3	107.0	-8.6	6.3	1.3	-0.8	0.2	0.1	-4.5
O=C(COC(=O)c1cccc(S(=O)(=O)N2CCCC2)c1)NCc1ccccc1	1.5	-0.3	97.0	-2.7	-5.2	0.2	11.1	0.3	1.4	-4.8
Cc1c(Cc2ccccc2)c(=O)oc2cc(OCC(=O)N[C@@H](Cc3ccccc3)C(=O)O)ccc12	4.1	0.3	97.0	-2.2	-1.7	0.3	3.4	0.0	4.0	1.8
Cc1ccc(Nc2oc(C)nc2C#N)cc1	-5.4	0.4	97.0	-2.3	0.8	-1.1	2.0	0.0	0.5	-2.7
Cc1cc(C2C(C#N)=C(N)OC3=C2C(=O)CC(C)(C)C3)c(C)s1 (stereo not drawn)	-8.8	-1.0	103.0	1.5	2.8	2.1	0.4	0.0	-0.1	-4.8
O=C(NCC1CCCO1)C1CCCCN1S(=O)(=O)c1ccc(F)cc1 (stereo not drawn)	0.0	0.0	109.0	-1.1	6.5	·	-1.5	-0.1	-1.9	4.9
CC#CC[N+](C)(CC#CC)CC(=O)c1ccccc1	0.2	-1.8	94.0	0.1	4.3	0.8	-3.4	-0.2	0.1	6.3
CS(=O)(=O)Nc1ccccc1Oc1ccccc1	3.4	-1.2	105.0	1.8	1.3	0.6	2.1	1.7	-0.5	-10.8
COc1ccccc1Cc1c(-c2ccccc2)nc2ccc(Br)cn12	4.3	·	112.0	1.7	-8.8	-4.7	·	0.3	-0.8	-4.2
CCn1c2ccccc2c2cc(NC(=O)N3CCCCC3)ccc21	-8.8	-3.4	93.0	0.3	2.1	1.0	-1.6	0.8	0.2	-5.0
COc1ccc(-c2sc3ccc(OC)cc3c2-c2ccc(O)cc2)cc1	1.8	6.9	99.0	34.4	-23.5	-0.9	5.4	0.3	-2.5	1.7
CCc1ccccc1NC(=O)CNC(=O)c1cccc(S(=O)(=O)N2CCN(Cc3ccccc3)CC2)c1	-2.3	-3.1	93.0	-6.2	-8.9	-1.7	3.9	0.3	-0.3	-1.7
O=S(=O)(c1ccc(F)cc1)N1CCN(CCOc2ccccc2)CC1	-3.8	-0.9	93.0	-1.3	-4.8	1.8	0.6	0.2	0.1	2.3
c1csc(-c2nc3ccccc3s2)c1	-0.2	0.8	101.0	-7.9	-9.8	-3.5	1.5	0.0	-0.7	-5.2
CCN(C(=O)c1cc2ccccc2oc1=O)c1cccc(C)c1	0.0	-0.4	98.0	-1.1	-3.4	1.0	6.5	0.2	-1.5	-0.1
CC(=O)NC(=S)Nc1ccc(N2CCOCC2)c(S(=O)(=O)Nc2cc(Cl)ccc2Cl)c1	-3.3	-2.5	104.0	1.0	-0.6	0.2	25.2	1.0	-0.5	-6.7
CCN1CCN(C(=O)c2ccc(S(=O)(=O)Nc3ccccc3)cc2)CC1	-5.2	0.1	102.0	-2.7	0.1	-1.0	8.8	0.3	0.4	-0.6
O=C(NCc1ccc(Br)cc1)OC1CC2CC1[C@H]1CCCCN1C2=O (stereo partly drawn)	2.4	·	101.0	-9.8	·	·	·	0.1	-0.6	-0.6
N#C/C(=C/C1=C(N2CCOCC2)C(=C/c2ccc(Cl)cc2Cl)/CC1)C(=O)Nc1ccccc1F	2.5	-3.7	i	5.5	-1.2	-0.1	0.4	-0.4	1.7	-8.1
CC(C)C1C(=O)N(Cc2cn(CC3CCCCC3)nn2)CCS(=O)(=O)N1Cc1ccc(-c2ccncc2)cc1 (stereo not drawn)	11.8	-2.7	102.0	4.4	-11.7	11.3	8.9	0.1	-1.2	-1.9
O=S(=O)(Nc1ccc(F)cc1)N1CCCCCC1	0.0	-0.1	92.0	-0.2	-3.0	1.2	2.8	0.1	-2.2	-4.2
CCN1C(=NCC2CC2)N[C@@H](c2cccc(C(F)(F)F)c2)C(C(=O)OC)=C1C	2.8	0.5	99.0	-1.5	2.3	-4.0	6.0	0.0	-3.0	1.4
COc1ccc(OCC(=O)Nc2ccc(S(=O)(=O)N3CCCCC3)cc2)cc1	-1.4	0.1	94.0	-11.5	-4.2	0.7	1.4	0.3	1.9	-8.1
CNC(C)C(=O)NC(C(=O)NC(C)C(=O)Nc1cccc2ccccc12)C(C)C (stereo not drawn)	-0.6	1.3	113.0	1.5	-14.8	8.9	15.4	2.5	-2.1	-5.2
CC(CCc1ccccc1)NC(=O)/C=C/c1ccc(Cl)cc1 (stereo not drawn)	-4.0	0.6	95.0	-0.3	0.1	-0.9	4.2	0.5	0.2	-7.3
O=C(/C=C/Nc1ccc(F)cc1F)c1ccco1	1.5	-1.3	106.0	-1.9	-20.7	-17.3	-1.9	0.3	-4.7	6.9
O=C(Nc1ccc(N2CCOCC2)cc1)c1ccc(Cl)c(S(=O)(=O)N2CCCC2)c1	9.9	-0.3	89.0	-1.4	-21.7	-2.2	8.2	2.6	-0.5	-10.6

Arranged by length of the SMILES (ascending): some entries from above.
SMILES	m5-HT2A agonist	MC4R barr agon	ABCB6 inh 2	Exocytosis inh	H9c2 protect	Glyco luc inh	MC4R antag cAMP	aDG glyco act	hiPSC survival	ABHD5-PLIN5 inh
O=S(=O)(Nc1ccc(F)cc1)N1CCCCCC1	0.0	-0.1	92.0	-0.2	-3.0	1.2	2.8	0.1	-2.2	-4.2
CC(CCc1ccccc1)NC(=O)/C=C/c1ccc(Cl)cc1 (stereo not drawn)	-4.0	0.6	95.0	-0.3	0.1	-0.9	4.2	0.5	0.2	-7.3
O=C(NCc1ccc(Br)cc1)OC1CC2CC1[C@H]1CCCCN1C2=O (stereo partly drawn)	2.4	·	101.0	-9.8	·	·	·	0.1	-0.6	-0.6
CCN1CCN(C(=O)c2ccc(S(=O)(=O)Nc3ccccc3)cc2)CC1	-5.2	0.1	102.0	-2.7	0.1	-1.0	8.8	0.3	0.4	-0.6
COc1ccc(OCC(=O)Nc2ccc(S(=O)(=O)N3CCCCC3)cc2)cc1	-1.4	0.1	94.0	-11.5	-4.2	0.7	1.4	0.3	1.9	-8.1
O=C(Nc1ccc(N2CCOCC2)cc1)c1ccc(Cl)c(S(=O)(=O)N2CCCC2)c1	9.9	-0.3	89.0	-1.4	-21.7	-2.2	8.2	2.6	-0.5	-10.6
CCN1C(=NCC2CC2)N[C@@H](c2cccc(C(F)(F)F)c2)C(C(=O)OC)=C1C	2.8	0.5	99.0	-1.5	2.3	-4.0	6.0	0.0	-3.0	1.4
CC(=O)NC(=S)Nc1ccc(N2CCOCC2)c(S(=O)(=O)Nc2cc(Cl)ccc2Cl)c1	-3.3	-2.5	104.0	1.0	-0.6	0.2	25.2	1.0	-0.5	-6.7
CC(C)C1C(=O)N(Cc2cn(CC3CCCCC3)nn2)CCS(=O)(=O)N1Cc1ccc(-c2ccncc2)cc1 (stereo not drawn)	11.8	-2.7	102.0	4.4	-11.7	11.3	8.9	0.1	-1.2	-1.9

Bioassay records from PubChem BioAssay.
